Assay outcomes from PubChem.
Peg3 promoter: Peg3 promoter-driven luciferase inhibitors, primary screen, cell-based, HeLa, luciferase luminescence; HeLa PEG-Prom luciferase reporter, overnight; inhibition, % at 20 µM; hit rate 1.7% among 360,000;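 active means inhibition of at least 50% at 20 µM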
NR2E3 ag-1: inhibitors of NR2E3-RetCOR corepressor binding, primary screen, NR2E3 agonist project, biochemical, TR-FRET, GST-NR2E3, biotin-RetCOR | Photoreceptor-specific nuclear receptor (Homo sapiens), Q9Y5X4 | hit rate 0.12% among 320,000 | inhibition of corepressor binding, % at 4.78 µM | AID 2300, 2010 | 1536-well;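 active means percent inhibition above the cutoff of mean plus 3 SD of all tested compounds, set per screening campaign, cut at about 20% in these data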;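 further: 0% = DMSO wells and 100% = biotin wells as full block of FRET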
Target sequence (Q9Y5X4 whole entry, looked up): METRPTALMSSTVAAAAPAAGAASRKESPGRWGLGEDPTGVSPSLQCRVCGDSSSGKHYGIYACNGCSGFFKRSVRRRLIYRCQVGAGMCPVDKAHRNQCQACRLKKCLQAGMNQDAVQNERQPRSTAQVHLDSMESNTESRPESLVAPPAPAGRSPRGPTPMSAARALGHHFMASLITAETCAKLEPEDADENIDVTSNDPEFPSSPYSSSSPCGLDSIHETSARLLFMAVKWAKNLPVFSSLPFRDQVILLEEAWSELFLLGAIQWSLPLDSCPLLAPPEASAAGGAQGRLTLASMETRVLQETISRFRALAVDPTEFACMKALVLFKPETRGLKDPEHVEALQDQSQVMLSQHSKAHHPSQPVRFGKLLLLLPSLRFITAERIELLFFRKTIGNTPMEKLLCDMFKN
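system = GST-tagged NR2E3 plus biotinylated RetCOR corepressor | input = 1.35 nM GST-NR2E3 | also added = 7 nM biotin-RetCOR | schedule = 5 h incubation at 4 °C | measured by = TR-FRET with europium anti-GST and streptavidin-D2, 340 nm excitation | read-out = percent loss of FRET ratio relative to control wells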
HIF-2a block: HIF-2a reporter inhibitors, primary screen, luminescence, 786-0 RCC cells; 786-0 RCC cells HIF-2a reporter, luciferase luminescence, overnight; inhibition, % at 18.8 µM; hit rate 0.72% among 360,000;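 active means inhibition of the luminescence signal of 40% or more relative to plate controls, in a single-dose primary screen at 18.75 µM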
KKLEB tox: cytotoxicity in KKLEB CF airway cells, primary screen, cytotoxicity control for CF NF-kB inhibitor project, cell-based, uHTS, fluorescence assay plates | AID 602141, 2011 | KKLEB CF airway cells viability, ATPlite luminescence, overnight; hits give low values; cells stimulated with P. aeruginosa culture filtrate | hit rate 0.36% among 360,000 | activity change (cytotoxicity), % at 5 µM;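 active means corrected activity change at or below -50% at 5 µM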
TWEAK-Fn14 inh: inhibitors of TWEAK-Fn14 signaling, primary screen, luciferase reporter cells, uHTS; AID 1159606, 2016; TWEAK-stimulated Fn14 reporter cells, luciferase luminescence, 8 h; hit rate 2% among 360,000; inhibition, % at 10 µM; in the data active means inhibition above about 50%
Shn3 3UTR inh: reduction of Shn3 3'UTR firefly luciferase signal, primary screen, Schnurri-3 inhibitor project, cell-based, Clone20 osteoblasts, set 2; AID 588674, 2011; hit rate 0.52% among 360,000; Clone20 osteoblast Shn3 3'UTR firefly luciferase, 24 h; inhibition, % at 12.5 µM;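 active means mean inhibition of at least 75% with every replicate also reaching 75%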;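 further: 0% = median of neutral control wells and 100% = pilot-screen positive control compound; some compounds past the cut are filed as inactive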
NR2E3 ag-2: NR2E3 agonists in two-hybrid cells, primary screen, cell-based, luminescence, CHO-S, Gal4-NCOR/VP16-NR2E3; AID 602229, 2012; luciferase; inhibition of corepressor binding, % at 3.98 µM; hit rate 0.35% among 360,000; Photoreceptor-specific nuclear receptor (Homo sapiens), Q9Y5X4;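 active means inhibition above the mean of all tested compounds plus 3 SD, cut at about 70% in these data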;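 further: 0% = DMSO with NR2E3 transfected cells and 100% = cells lacking NR2E3 construct; higher means lower luciferase signal from less NR2E3 corepressor binding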
CF NFkB inh: inhibitors of PAF-induced NF-kB signaling, primary screen, cell-based, GFP fluorescence, uHTS; hit rate 0.86% among 360,000; AID 588850, 2011; inhibition, % at 5 µM; KKLEB NF-kB-GFP reporter, GFP fluorescence overnight;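 active means at least 50% inhibition at 5 µM, scaled per plate between neutral and stimulator controls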;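 further: PAF is a Pseudomonas aeruginosa culture filtrate used as stimulus; plate controls were PAF-stimulated DMSO wells for no effect and unstimulated DMSO wells for full effect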
TRAIL sens C8: viability loss with TRAIL in NB7+C8 cells, primary screen, TRAIL sensitizer project, cell-based, ATPlite luminescence; hit rate 1% among 360,000; inhibition (viability loss, TRAIL sensitization), % at 10 µM;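 active means compounds causing at least 50% loss of cell viability in the single-dose screen, relative to plate controls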
TROY signal inh: inhibitors of TROY-driven NF-kB signaling, primary screen, Q293 LMP1-TROYcd cells, NF-kB luciferase, uHTS | inhibition, % at 10 µM | AID 1347056, 2019 | Q293 LMP1-TROYcd NF-kB luciferase reporter, 4 h | hit rate 0.98% among 360,000;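 active means compounds whose plate-normalised and pattern-corrected inhibition of the luciferase reporter signal at the single screening dose is 50% or more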
TRPM1 prom inh: inhibitors of MITF-dependent TRPM1 promoter reporter, primary screen, cell-based, SK-MEL-5, single point, luciferase | SK-MEL-5 TRPM1 promoter luciferase, 24 h | hit rate 0.83% among 330,000 | inhibition, % at 12.5 µM | AID 488899, 2010;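 active means mean inhibition across replicates of 60% or more, whatever share of single replicates reaches that level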; further: values of inactives mirror those of a sister screen read the other way
* = called active by the depositor. Only part of the results is shown; the hit share may differ from the screen's.

The first 2 records, ahead of the listing:
Screening CCCN(C(=O)c1ccc(N(C)S(=O)(=O)c2ccc(C)cc2)cc1)C1CCS(=O)(=O)C1 (configuration not stated) returned Peg3 promoter 0, NR2E3 ag-1 2, HIF-2a block -7, KKLEB tox -14, TWEAK-Fn14 inh 5, Shn3 3UTR inh 15, NR2E3 ag-2 1, CF NFkB inh 18, TRAIL sens C8 7, TROY signal inh -5 and TRPM1 prom inh 15.
COc1ccc(NC(=O)c2cc(=O)c3ccccc3o2)cn1 was read as Peg3 promoter -74, NR2E3 ag-1 3, HIF-2a block -80, KKLEB tox 8, TWEAK-Fn14 inh 1, Shn3 3UTR inh -10, NR2E3 ag-2 -3, CF NFkB inh -10, TRAIL sens C8 -5, TROY signal inh -5 and TRPM1 prom inh -23.

The listing, from the first entry:
Screening CCCN(C(=O)c1ccc(N(C)S(=O)(=O)c2ccc(C)cc2)cc1)C1CCS(=O)(=O)C1 (configuration not stated) returned Peg3 promoter 0, NR2E3 ag-1 2, HIF-2a block -7, KKLEB tox -14, TWEAK-Fn14 inh 5, Shn3 3UTR inh 15, NR2E3 ag-2 1, CF NFkB inh 18, TRAIL sens C8 7, TROY signal inh -5 and TRPM1 prom inh 15.
COc1ccc(NC(=O)c2cc(=O)c3ccccc3o2)cn1 was read as Peg3 promoter -74, NR2E3 ag-1 3, HIF-2a block -80, KKLEB tox 8, TWEAK-Fn14 inh 1, Shn3 3UTR inh -10, NR2E3 ag-2 -3, CF NFkB inh -10, TRAIL sens C8 -5, TROY signal inh -5 and TRPM1 prom inh -23.
For Cc1cccc(NC(=O)/C(C#N)=C/c2ccccc2Cl)n1 the results were Peg3 promoter 10, NR2E3 ag-1 1, HIF-2a block 20, KKLEB tox 6, TWEAK-Fn14 inh -11, Shn3 3UTR inh -6, NR2E3 ag-2 10, CF NFkB inh 21, TRAIL sens C8 6, TROY signal inh -22 and TRPM1 prom inh -4.
`Cc1cc(C)n2nc(SC(C)C(=O)N(C)C3CCCCC3)nc2n1` (configuration not stated) gave Peg3 promoter -3, HIF-2a block 10, KKLEB tox 0, TWEAK-Fn14 inh -6, Shn3 3UTR inh -6, NR2E3 ag-2 -11, CF NFkB inh 5, TRAIL sens C8 -19, TROY signal inh 14 and TRPM1 prom inh 0.
For CCOCC(=O)Nc1cc(C(=O)Nc2ccccc2)ccc1Cl the results were Peg3 promoter -68, NR2E3 ag-1 3, HIF-2a block -160, KKLEB tox -3, TWEAK-Fn14 inh -19, Shn3 3UTR inh 1, NR2E3 ag-2 -21, CF NFkB inh 11, TRAIL sens C8 10, TROY signal inh -29 and TRPM1 prom inh -27.
`Cc1cccc2c1NC(=O)C2=O` gave Peg3 promoter 13, HIF-2a block 11, KKLEB tox 17, TWEAK-Fn14 inh 17, Shn3 3UTR inh 15, NR2E3 ag-2 -10, CF NFkB inh -11, TRAIL sens C8 -8, TROY signal inh -2 and TRPM1 prom inh -7.
For CC(=O)Nc1sc(NC(=O)c2ccc(Cl)cc2)nc1-c1cccs1 the results were Peg3 promoter -32, NR2E3 ag-1 -2, HIF-2a block -41, KKLEB tox 0, TWEAK-Fn14 inh 6, Shn3 3UTR inh -2, NR2E3 ag-2 -1, CF NFkB inh -32, TRAIL sens C8 -2, TROY signal inh -31 and TRPM1 prom inh -7.
Cc1cccc(C(=O)N2CCC(N3CCC(C(=O)N4CCOCC4)CC3)CC2)c1 was read as Peg3 promoter -4, NR2E3 ag-1 2, HIF-2a block -3, KKLEB tox 0, TWEAK-Fn14 inh -9, Shn3 3UTR inh -28, NR2E3 ag-2 9, CF NFkB inh -14, TRAIL sens C8 -5, TROY signal inh 30 and TRPM1 prom inh 3.
Screening c1ccc(Cc2ccc(OCCn3ccnc3)cc2)cc1 returned Peg3 promoter 16, HIF-2a block -41, KKLEB tox 6, TWEAK-Fn14 inh -16, Shn3 3UTR inh -15, NR2E3 ag-2 -12, CF NFkB inh -12, TRAIL sens C8 20, TROY signal inh 14 and TRPM1 prom inh 6.
`COc1ccc(CC(=O)OCC(=O)Nc2cccc(Cl)c2)cc1` gave Peg3 promoter 13, NR2E3 ag-1 3, HIF-2a block 11, KKLEB tox -11, TWEAK-Fn14 inh -12, Shn3 3UTR inh 7, NR2E3 ag-2 -13, CF NFkB inh 2, TRAIL sens C8 23, TROY signal inh 17 and TRPM1 prom inh -6.
Screening Cc1ccccc1Cn1nc(C)c(NC(=O)c2cc(CC(C)C)on2)c1C returned Peg3 promoter 16, NR2E3 ag-1 1, HIF-2a block 21, KKLEB tox -10, TWEAK-Fn14 inh -2, Shn3 3UTR inh 27, NR2E3 ag-2 -4, CF NFkB inh 18, TRAIL sens C8 -10, TROY signal inh 9 and TRPM1 prom inh -2.
For Cc1ccc(/C=C2\CCOC2=O)cc1 the results were Peg3 promoter -48, NR2E3 ag-1 1, HIF-2a block -66, KKLEB tox 12, TWEAK-Fn14 inh -1, Shn3 3UTR inh 7, NR2E3 ag-2 -38, CF NFkB inh -8, TRAIL sens C8 2, TROY signal inh -3 and TRPM1 prom inh -5.
For COc1ccc(C2/C=C\CC(NC(=O)OCC3c4ccccc4-c4ccccc43)CC(=O)N2Cc2ccccc2F)cc1 (configuration not stated) the results were Peg3 promoter 1, HIF-2a block -2, KKLEB tox 12, TWEAK-Fn14 inh -2, Shn3 3UTR inh 3, NR2E3 ag-2 -9, CF NFkB inh -5, TRAIL sens C8 6, TROY signal inh -6 and TRPM1 prom inh 10.
Screening COc1ccc(N2CC(O)(c3ccc(F)cc3)[N+]3=C2CCCC3)cc1 (configuration not stated) returned Peg3 promoter -3, NR2E3 ag-1 -4, HIF-2a block 10, KKLEB tox 1, TWEAK-Fn14 inh -3, Shn3 3UTR inh 7, NR2E3 ag-2 -5, CF NFkB inh -15, TRAIL sens C8 -8, TROY signal inh 8 and TRPM1 prom inh -2.
`Cc1ccc(S(=O)(=O)N2CC3(O)CN(C(=O)OC(C)C)N(C(=O)OC(C)C)CC3(OC(=O)NCc3ccccc3F)C2)cc1` (configuration not stated) gave Peg3 promoter 24, HIF-2a block -4, KKLEB tox -1, TWEAK-Fn14 inh -21, Shn3 3UTR inh 10, NR2E3 ag-2 25, CF NFkB inh 18, TRAIL sens C8 0 and TROY signal inh -23.
For Cc1ccc(OC2CCN(C(=O)[C@H]3O[C@@H](n4ccc(=O)[nH]c4=O)[C@H](O)[C@@H]3O)CC2)cc1 the results were Peg3 promoter 16, HIF-2a block 12, KKLEB tox -1, TWEAK-Fn14 inh 0, Shn3 3UTR inh -9, NR2E3 ag-2 -21, CF NFkB inh -26, TRAIL sens C8 -8 and TROY signal inh -14.
Screening COCC(=O)Nc1ccc(C)c(Cl)c1 returned Peg3 promoter -3, NR2E3 ag-1 -5, HIF-2a block -16, KKLEB tox 9, TWEAK-Fn14 inh 3, Shn3 3UTR inh 13, NR2E3 ag-2 -3, CF NFkB inh -6, TRAIL sens C8 -7, TROY signal inh -15 and TRPM1 prom inh 2.
`NNC(=O)Cn1c(-c2ccccn2)nc2ccccc21` gave Peg3 promoter 8, NR2E3 ag-1 1, HIF-2a block 10, KKLEB tox 8, TWEAK-Fn14 inh -3, Shn3 3UTR inh 5, NR2E3 ag-2 -8, CF NFkB inh -12, TRAIL sens C8 6, TROY signal inh 9 and TRPM1 prom inh -2.
Screening O=C(CSc1nc(SCC(=O)NCc2ccccc2)n(-c2ccccc2)n1)NCc1ccccc1 returned Peg3 promoter 12, NR2E3 ag-1 1, HIF-2a block 13, KKLEB tox 1, TWEAK-Fn14 inh 3, Shn3 3UTR inh 14, NR2E3 ag-2 -17, CF NFkB inh -6, TRAIL sens C8 -14, TROY signal inh -7 and TRPM1 prom inh -3.
Screening Cc1ccc(S(=O)(=O)N2CCC(C(=O)N[C@H](C(=O)N3CCN(C)CC3)C(C)C)CC2)cc1 returned Peg3 promoter 7, NR2E3 ag-1 -2, HIF-2a block 3, KKLEB tox -10, TWEAK-Fn14 inh 12, Shn3 3UTR inh 4, NR2E3 ag-2 11, CF NFkB inh 22, TRAIL sens C8 -11, TROY signal inh -6 and TRPM1 prom inh 2.
Screening COc1ccc(N=C2SC(C(=O)O)CC(=O)N2C)cc1 (configuration not stated) returned Peg3 promoter -3, NR2E3 ag-1 6, HIF-2a block 1, KKLEB tox -5, TWEAK-Fn14 inh 14, Shn3 3UTR inh -15, NR2E3 ag-2 5, CF NFkB inh 4, TRAIL sens C8 -5, TROY signal inh -5 and TRPM1 prom inh -6.
For Nc1ccc(S(=O)(=O)Nc2nccc(/C=C/c3ccc(Cl)cc3Cl)n2)cc1 the results were Peg3 promoter 9, NR2E3 ag-1 1, HIF-2a block 14, KKLEB tox 10, TWEAK-Fn14 inh -20, Shn3 3UTR inh 4, NR2E3 ag-2 15, CF NFkB inh 1, TRAIL sens C8 6, TROY signal inh 4 and TRPM1 prom inh -6.
Cc1ccc([N+](=O)[O-])cc1NC(=O)c1ccc(-c2ccccc2)cc1 was read as Peg3 promoter -11, NR2E3 ag-1 -2, HIF-2a block -25, KKLEB tox 2, TWEAK-Fn14 inh -50, Shn3 3UTR inh -3, NR2E3 ag-2 -30, CF NFkB inh -10, TRAIL sens C8 7, TROY signal inh 19 and TRPM1 prom inh 5.
`CS(=O)(=O)c1ccc(Cl)c(NC(=O)CCl)c1` gave Peg3 promoter 9, NR2E3 ag-1 6, HIF-2a block 13, KKLEB tox 18, TWEAK-Fn14 inh 10, Shn3 3UTR inh -12, NR2E3 ag-2 23, CF NFkB inh 22, TRAIL sens C8 2, TROY signal inh 23 and TRPM1 prom inh -6.
For CCCCNC(=O)C1(C)CCN1C(=O)c1cc(-c2cccs2)oc1C (configuration not stated) the results were Peg3 promoter 33, HIF-2a block 29, KKLEB tox -19, TWEAK-Fn14 inh 78*, Shn3 3UTR inh 33, NR2E3 ag-2 2, CF NFkB inh 26, TRAIL sens C8 -6 and TROY signal inh 37.
`Cc1cc(C)n(-c2nnc(SCC(=O)NC3CCCC3)c3ccccc23)n1` gave Peg3 promoter 18, NR2E3 ag-1 1, HIF-2a block 6, KKLEB tox -13, TWEAK-Fn14 inh 12, Shn3 3UTR inh -4, NR2E3 ag-2 -26, CF NFkB inh 4, TRAIL sens C8 4, TROY signal inh 21 and TRPM1 prom inh 5.
CC(=O)OC1CCC2(C)C(=CCC3C2CCC2(C)C3CC3ON=C(C)C32)C1 (configuration not stated) was read as Peg3 promoter 21, HIF-2a block 9, KKLEB tox -17, TWEAK-Fn14 inh 6, Shn3 3UTR inh 4, NR2E3 ag-2 -21, CF NFkB inh -20, TRAIL sens C8 5, TROY signal inh 16 and TRPM1 prom inh 2.
